# Bioassay records deposited in PubChem by The Scripps Research Institute Molecular Screening Center.
# PME-1 primary = PME-1 inhibitors via competitive probe labeling, primary screen, biochemical, fluorescence polarization, FP-Rh probe, HTS. Protein phosphatase methylesterase 1 (Homo sapiens), Q9Y570. recombinant PME-1. inhibition, % at 5.9 µM. 320,000 compounds, 0.53% hits;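 active = inhibition above the campaign mean of all compounds plus 3 SD, cut at about 26% in these data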;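 note: competitive labeling of PME-1 active site by serine hydrolase directed probe; 0% = PME-1 with DMSO and 100% = wells lacking PME-1 enzyme; inhibitors block probe labeling so polarization falls and inhibition rises; many of its hits are not listed in these tables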
# LYPLA2 counter = LYPLA2 inhibitors, primary screen, counter-screen for PME1 inhibitor project, biochemical, fluorescence polarization, FP-Rh probe ABPP | Acyl-protein thioesterase 2 (Homo sapiens), O95372 | recombinant LYPLA2 | inhibition, % at 5.9 µM | 320,000 compounds, 0.38% hits;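 active = inhibition above the screen-wide mean plus 3 SD, limit set per campaign, cut at about 26% in these data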;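 note: 0% = LYPLA2 with DMSO and 100% = wells lacking LYPLA2 enzyme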
# PAD4 inh = human PAD4 inhibitors, primary screen, biochemical, fluorescence polarization, 1536-well format. 330,000 compounds, 0.41% hits. Protein-arginine deiminase type-4 (Homo sapiens), Q9UM07. recombinant PAD4, RCA probe fluorescence polarization. inhibition, % at 6.36 µM;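 active = percent inhibition above a cutoff equal to the mean of all tested compounds plus 3 SD, cut at about 15% in these data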;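 note: 0% = PAD4 with RCA probe and DMSO and 100% = probe without PAD4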
# Target sequence (Q9UM07 whole entry, looked up): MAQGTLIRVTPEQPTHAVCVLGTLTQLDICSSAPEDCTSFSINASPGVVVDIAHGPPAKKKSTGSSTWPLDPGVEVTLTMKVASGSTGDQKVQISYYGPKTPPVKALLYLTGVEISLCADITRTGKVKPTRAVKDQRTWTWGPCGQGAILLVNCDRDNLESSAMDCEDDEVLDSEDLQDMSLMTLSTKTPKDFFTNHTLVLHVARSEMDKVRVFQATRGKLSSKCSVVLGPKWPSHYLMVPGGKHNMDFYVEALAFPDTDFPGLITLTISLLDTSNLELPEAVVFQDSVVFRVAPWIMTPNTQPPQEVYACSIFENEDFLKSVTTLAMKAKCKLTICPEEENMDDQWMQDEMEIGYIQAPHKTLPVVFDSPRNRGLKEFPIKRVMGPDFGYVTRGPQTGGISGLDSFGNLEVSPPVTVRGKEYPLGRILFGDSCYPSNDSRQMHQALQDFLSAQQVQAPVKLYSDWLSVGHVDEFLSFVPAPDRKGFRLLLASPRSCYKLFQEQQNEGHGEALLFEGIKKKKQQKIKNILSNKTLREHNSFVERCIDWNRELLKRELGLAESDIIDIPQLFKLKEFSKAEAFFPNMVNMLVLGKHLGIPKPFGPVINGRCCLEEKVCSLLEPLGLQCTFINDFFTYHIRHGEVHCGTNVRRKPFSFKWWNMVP
# PREPL inh = PREPL enzyme inhibitors, primary screen, biochemical, fluorescence polarization; 320,000 compounds, 0.68% hits; Prolyl endopeptidase-like (Homo sapiens), Q4J6C6; recombinant PREPL, fluorescence polarization activity-based probe; inhibition, % at 5.96 µM; in the data active = inhibition above about 43%;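 note: 0% = enzyme with DMSO and 100% = wells lacking enzyme; many of its hits are not listed in these tables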
# GSTO1 counter = inhibitors of recombinant GSTO1, primary screen, counter-screen for RBBP9 inhibitor project, biochemical, fluorescence polarization. Glutathione S-transferase omega-1 (Homo sapiens), P78417. activity-based probe fluorescence polarization. inhibition, % at 5.96 µM. 300,000 compounds, 1.1% hits;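 active = inhibition above the campaign mean inhibition plus 3 SD, cut at about 35% in these data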;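 note: 0% = GSTO1-1 with DMSO and 100% = wells lacking GSTO1-1 enzyme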
# pPAFAH inh = pPAFAH enzyme inhibitors, primary screen, biochemical, fluorescence polarization, human. Platelet-activating factor acetylhydrolase (Homo sapiens), Q13093. inhibition, % at 3.39 µM. recombinant pPAFAH, FP-rhodamine probe fluorescence polarization. 330,000 compounds, 1.5% hits;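 active = inhibition above the mean inhibition across the screen plus 3 SD, cut at about 25% in these data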;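 note: inhibitors block binding of the rhodamine activity-based probe so polarization drops; 0% = enzyme with DMSO and 100% = wells lacking pPAFAH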
# LYPLA1 counter = LYPLA1 inhibitors, primary screen, counter-screen for PME1 inhibitor project, biochemical, fluorescence polarization, FP-Rh probe ABPP | Acyl-protein thioesterase 1 (Homo sapiens), O75608 | recombinant LYPLA1 | inhibition, % at 5.9 µM | 320,000 compounds, 0.16% hits;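 active = inhibition above the mean of all tested compounds plus 3 SD, set per campaign, cut at about 14% in these data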;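 note: inhibitors block serine hydrolase probe labeling of LYPLA1 so polarization falls; 0% = enzyme with DMSO and 100% = wells lacking LYPLA1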
# Target sequence (O75608 whole entry, looked up): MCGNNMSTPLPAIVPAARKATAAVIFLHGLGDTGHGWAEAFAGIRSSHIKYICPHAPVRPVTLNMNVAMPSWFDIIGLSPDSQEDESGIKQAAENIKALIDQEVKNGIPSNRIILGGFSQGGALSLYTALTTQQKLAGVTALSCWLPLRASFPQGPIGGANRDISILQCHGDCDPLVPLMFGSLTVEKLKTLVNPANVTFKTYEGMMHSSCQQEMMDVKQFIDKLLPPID
# PAFAH1B2 inh = PAFAH1B2 enzyme inhibitors, primary screen, biochemical, fluorescence polarization, human. Platelet-activating factor acetylhydrolase IB subunit alpha2 (Homo sapiens), P68402. recombinant PAFAH1B2, FP-rhodamine activity probe. inhibition, % at 3.39 µM. 340,000 compounds, 1.2% hits. AID 492953, 2010;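 active = inhibition above the mean of all tested compounds plus 3 SD, cut at about 24% in these data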;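 note: 0% = enzyme with DMSO and 100% = wells lacking PAFAH1B2; many of its hits are not listed in these tables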
# PAFAH1B3 FP inh = PAFAH1B3 enzyme inhibitors, primary screen, biochemical, fluorescence polarization, human; Platelet-activating factor acetylhydrolase IB subunit alpha1 (Homo sapiens), Q15102; recombinant PAFAH1B3, FP-rhodamine probe; inhibition, % at 3.39 µM; 340,000 compounds, 0.28% hits; AID 492972, 2010;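 active = inhibition above the screen-wide average of all tested compounds plus 3 SD, cut at about 25% in these data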;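 note: 0% = enzyme with DMSO only and 100% = wells lacking PAFAH1B3 protein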
# * = called active by the depositor; . = not tested or not shown. These rows are one share of the data, so the mix of outcomes need not match the whole.
No.	SMILES	PME-1 primary	LYPLA2 counter	PAD4 inh	PREPL inh	GSTO1 counter
1	COc1cscc1C(N)=O	1	4	1	3	1
2	CC1=C(C#N)C(Nc2ccc(C)cn2)(C(F)(F)F)C(=O)N1 (configuration not stated)	3	13	4	-2	-1
3	CC(=O)CCc1oc2ccc(C)cc2c1-c1ccc(C)o1	-2	-1	-1	-5	-15
4	CC(C)c1ccc(NC(=O)/C(C#N)=C/c2ccncc2)cc1	3	1	3	2	-1
5	Cc1ccc(Nc2nc(-c3c(C)nc4ncccn34)cs2)cc1	9	7	1	51*	12
6	O=C(CN1CCCCCC1)Nc1ccc(Br)cc1[N+](=O)[O-]	-4	2	0	1	-3
7	CCOc1ccccc1NC(=O)c1ccoc1C	-2	-5	4	-3	4
8	CCn1nc(C(=O)Nc2cccc3ccccc23)c(Cl)c1Cl	0	4	-3	11	-9
9	CCCCN(CC)S(=O)(=O)c1ccccc1	-5	-5	-3	0	5
10	O=C(CSc1ccc(F)cc1)N1CCOCC1	4	3	4	4	3
11	CCOC(=O)c1[nH]c2ccccc2c1NC(=S)Nc1cccc(C)c1C	1	-7	2	8	8
12	O=C(/C=C/Nc1cccc(C(F)(F)F)c1)c1ccco1	1	1	2	9	-9
13	Cc1cccc(C(=O)OCC(=O)Nc2ccc3c(c2)OCCO3)c1O	-1	-8	-2	22	.
14	CCn1c2ccccc2c2cc(NC(=O)C/C(C)=N/NC(=O)c3ccccc3N)ccc21	5	-7	-8	10	4
15	O=C(NCc1ccco1)C(=O)NCc1ccccc1Cl	3	3	0	1	1

No.	pPAFAH inh	LYPLA1 counter	PAFAH1B2 inh	PAFAH1B3 FP inh
1	-2	3	.	.
2	5	5	0	-1
3	7	1	3	11
4	9	0	2	9
5	18	3	4	7
6	5	6	12	7
7	2	0	-1	0
8	1	-1	1	4
9	0	-2	6	3
10	4	-2	16	3
11	-8	-5	5	5
12	5	1	0	6
13	0	0	3	-2
14	-8	-5	8	8
15	3	-1	5	6

# The listing continues:
No.	SMILES	PME-1 primary	LYPLA2 counter	PAD4 inh	PREPL inh	GSTO1 counter
16	CCOC(=O)CSc1nc2c(sc(=S)n2Cc2ccco2)c(=O)n1-c1ccccc1	-2	-2	1	-1	-4
17	CCOc1ccc(NC(=O)c2ccc(Cl)c(NC(=O)c3ccco3)c2)cc1	-4	-1	5	-7	-5
18	O=C(COC(=O)Cc1c[nH]c2ccccc12)Nc1cc(S(=O)(=O)N2CCOCC2)ccc1Cl	.	.	-7	14	.
19	CC(=O)c1ccc(NC2CC(O)C(O)CO2)cc1 (configuration not stated)	-2	1	-3	6	4
20	O=C(Cn1ncn2c(cc3sccc32)c1=O)NC1CCCC1	-4	8	3	6	-5
21	Cc1ccc(-c2noc(CSc3nnc(-c4ccccc4)n3C)n2)cc1	3	1	1	-11	13
22	COC(=O)c1sc(NC(=O)COc2ccccc2OC)nc1C	1	-1	3	7	4
23	COc1ccc(CNC(=O)C2CCN(c3nn4c(=O)cc(C)nc4s3)CC2)cc1	0	4	8	21	2
24	COc1ccc(NC(=S)Nc2cccnc2)c(OC)c1	4	12	3	3	6
25	CCOc1ccc(-n2c([S-])c(C(=O)Nc3ccc(S(=O)(=O)N4CCOCC4)cc3)[n+]3cc(C(N)=O)ccc23)cc1	-7	-8	-4	31	-9
26	CCC1CCCCN1C(=O)c1ccc(OC2CCN(Cc3ccccn3)CC2)cc1 (configuration not stated)	5	-5	-5	2	-3
27	N/C(=N/O)c1nc(N2CCCC2)nc(N(c2ccccc2)c2ccccc2)n1	2	-4	-4	-8	4
28	CCCCN(C)CCNC(=O)CN1C(=O)CSc2ccc(S(=O)(=O)N3CCCC3)cc21	2	-2	-1	-1	4
29	Cc1ccc(C(O)CCc2ccc(N)cc2)cc1 (configuration not stated)	-4	1	5	16	4
30	COc1ccccc1CNS(=O)(=O)c1ccc(Br)s1	2	1	3	-17	4

No.	pPAFAH inh	LYPLA1 counter	PAFAH1B2 inh	PAFAH1B3 FP inh
16	2	-3	-1	10
17	-2	-1	3	7
18	4	.	7	5
19	5	-3	7	2
20	6	-2	2	7
21	3	-2	2	-4
22	-1	1	2	0
23	2	5	2	4
24	2	1	-3	6
25	-4	-8	-3	-10
26	1	-5	-2	5
27	7	0	1	11
28	2	-5	5	-1
29	1	0	1	2
30	15	-2	3	5

# More results
No.	SMILES	PME-1 primary	LYPLA2 counter	PAD4 inh	PREPL inh	GSTO1 counter
31	CC(C)(/C=N/O)/[N+]([O-])=C/c1ccco1	-7	-1	-5	-5	-1
32	CCOC(=O)C1=C(C)N=C2SC(C(=O)OC)=CC(=O)N2C1c1ccc(F)cc1 (configuration not stated)	-6	-37	-15	-25	-12
33	CCCC(=O)Nc1ccc(NC(=O)c2ccco2)cn1	-3	6	-2	-10	-6
34	O=C(c1ccc(Br)cc1)c1cn[nH]c1-c1ccccc1O	-9	-5	-3	-24	3
35	CSc1ccccc1NC(=O)COC(=O)CCC(=O)c1ccc(F)cc1	.	.	-8	6	.
36	COc1ccc(N(C(C)C(=O)Nc2ccc(S(=O)(=O)N3CCCCC3)cc2)S(C)(=O)=O)cc1 (configuration not stated)	-1	0	-2	22	-1
37	O=C(O)/C=C/c1ccc(S(=O)(=O)N(CCO)CCO)cc1	-2	-6	-6	4	-7
38	CCN(CC)C(=O)CSc1nnc(COc2cccc(C)c2)n1C	-3	-8	-1	-6	-1
39	CC(C)(C)OC(=O)N1CCN(C(=O)c2[nH]cnc2C(=O)Nc2cccc(Cl)c2)CC1	-2	0	-2	13	.
40	CCN(CC)C(=O)Cn1cc(C(=O)C(=O)NCCCN2CCCCC2)c2ccccc21	-1	-6	1	13	3
41	COc1ccccc1CC(=O)NC1CCC(C)CC1 (configuration not stated)	-5	2	2	0	4
42	CCOC(=O)Cn1c(=NC(=O)C(C)(C)C)sc2cc([N+](=O)[O-])ccc21	0	1	-3	13	0
43	COc1ccc2[nH]c(C(=O)NCCN3CCCCC3)cc2c1	3	-5	-3	28	6
44	CC(=O)N1CCc2cc(S(=O)(=O)CCC(=O)N3CCN(c4cc(C)ccc4C)CC3)ccc21	-1	-4	-3	25	-15
45	CCN1CN(Cc2ccccc2)CNC1=S	-8	-6	-2	6	-4

No.	pPAFAH inh	LYPLA1 counter	PAFAH1B2 inh	PAFAH1B3 FP inh
31	1	0	-1	4
32	-8	-22	-4	-8
33	6	4	4	1
34	-1	-4	8	5
35	21	.	1	-9
36	-2	-4	-2	20
37	1	1	1	4
38	-8	-4	.	.
39	2	0	9	6
40	3	-3	5	-4
41	-4	-2	0	2
42	3	1	4	-2
43	4	-1	.	.
44	1	4	2	-2
45	-8	-4	1	-8

# Five compounds out of the list, arranged by number of heavy atoms, ascending:
No.	SMILES	PME-1 primary	LYPLA2 counter	PAD4 inh	PREPL inh	GSTO1 counter
31	CC(C)(/C=N/O)/[N+]([O-])=C/c1ccco1	-7	-1	-5	-5	-1
37	O=C(O)/C=C/c1ccc(S(=O)(=O)N(CCO)CCO)cc1	-2	-6	-6	4	-7
43	COc1ccc2[nH]c(C(=O)NCCN3CCCCC3)cc2c1	3	-5	-3	28	6
38	CCN(CC)C(=O)CSc1nnc(COc2cccc(C)c2)n1C	-3	-8	-1	-6	-1
36	COc1ccc(N(C(C)C(=O)Nc2ccc(S(=O)(=O)N3CCCCC3)cc2)S(C)(=O)=O)cc1 (configuration not stated)	-1	0	-2	22	-1

No.	pPAFAH inh	LYPLA1 counter	PAFAH1B2 inh	PAFAH1B3 FP inh
31	1	0	-1	4
37	1	1	1	4
43	4	-1	.	.
38	-8	-4	.	.
36	-2	-4	-2	20

# Following part.
No.	SMILES	PME-1 primary	LYPLA2 counter	PAD4 inh	PREPL inh	GSTO1 counter
46	CC1(C)Cc2c(c(N3CCOCC3)nc3sc(C(=O)N4CCCCC4)c(N)c23)CO1	0	3	-2	7	4
47	CC(=O)N1C(=O)C(=C2C=C(C)OC(C)=C2)c2ccccc21	3	0	0	5	1
48	COc1cc(C(=O)NCC2CCCO2)ccc1OCc1ccc(Cl)cc1Cl (configuration not stated)	-1	-4	1	44*	12
49	O=C(N/N=C/c1ccc(Br)s1)c1ccncc1	5	2	-1	-1	2
50	Cc1ccc(Cn2ccc(NC(=O)c3cc(-c4cccs4)on3)n2)cc1	1	-16	-1	-9	-6
51	COC(=O)c1ccccc1NC(=O)c1cc2n(n1)C(C(F)F)CC(C(F)F)N2 (configuration not stated)	-3	2	-3	1	-1
52	CN(Cc1cnccn1)C(=O)C1CCC(=O)N(CCc2ccccc2)C1 (configuration not stated)	-5	-1	-1	17	2
53	COC(=O)C1=C(C)C(c2ccc(OC)cc2)NC(=S)N1 (configuration not stated)	3	-8	-4	12	0
54	COCCCNC(=O)c1ccccc1N(Cc1ccccc1)S(=O)(=O)c1ccccc1	-5	-6	0	3	-2
55	Cc1ccc2nc(SCc3nc4ccccc4c(=O)[nH]3)[nH]c2c1	-17	1	0	8	-1
56	C=CCn1c(SC(C)C(=O)NC2(C#N)CCCCC2)nnc1-c1ccc(OC)cc1 (configuration not stated)	4	1	-2	0	2
57	CN(C)c1ccc(NC(=O)CSc2nc(N)c(C(=O)Nc3ccc(N(C)C)cc3)s2)cc1	20	1	2	26	20
58	CC(C)n1c(O)c(/C=C2\C=Nc3ccccc32)sc1=Nc1ccccc1	7	4	0	-4	0
59	Cc1ccc(C)c(-n2c(SCC(=O)Nc3nonc3C)nnc2-c2ccoc2C)c1	-3	2	4	3	3
60	N#C/C(=C\c1ccc(Br)s1)C(=O)N1CCN(c2ccccc2)CC1	-4	8	-4	-6	13
61	CC1CC(=O)N(CC(=O)NC2CCCCC2)c2ccccc2S1 (configuration not stated)	-10	-3	-5	-3	-2

No.	pPAFAH inh	LYPLA1 counter	PAFAH1B2 inh	PAFAH1B3 FP inh
46	3	2	3	-7
47	6	-2	-3	-3
48	24	-8	3	-2
49	1	2	0	9
50	-6	-2	-2	5
51	5	0	5	2
52	3	-6	6	6
53	0	-1	6	1
54	3	1	4	12
55	13	-1	-1	-3
56	6	5	5	4
57	8	-13	-2	9
58	-1	-2	3	-4
59	2	2	4	-5
60	-1	0	-1	7
61	6	-1	5	2

# Copied from the list.
# compound 37 | LYPLA2 counter: -6
# compound 42 | LYPLA1 counter: 1
# compound 29 | LYPLA2 counter: 1
# compound 40 | PAFAH1B2 inh: 5
# compound 28 | PAD4 inh: -1
